# Screening results as filed in PubChem.
# N-glyco inh – increase of ERlucT glycosylation luciferase signal, primary screen, N-linked glycosylation inhibitor project, D54 ERlucT cells, luminescence, set 2 | D54 ERlucT glycosylation luciferase reporter, 24 h; percent of 100 nM tunicamycin response | reporter increase, % at 12.5 µM | 360,000 compounds, 0.23% hits | AID 588692, 2011;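 active means mean luciferase reporter signal, scaled so untreated is 0 and the glycosylation-blocking control 100, at or above a set limit in every replicate; inconclusive means mean reaches the limit but not every replicate does; inactive means mean below the limit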;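 further: luciferase carries N-glycosylation sites so blocking glycosylation raises the light; 0% = median of neutral control wells and 100% = median of 100 nM tunicamycin wells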
# hiPSC survival – enhancers of single-cell hiPSC survival, primary screen, ATPlite luminescence; 100% = ROCK inhibitor wells, 0% = DMSO; survival enhancement, % at 20 µM; 360,000 compounds, 0.044% hits; AID 602274, 2012; in the data active means survival enhancement above about 18%;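 further: cells exposed to compounds for 16 hours before the ATP read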
# CaV13 FRET inh – Disruptors of the CACNA1D IQ motif to Ca2+-dependent inactivation inhibitor domain association, primary screening, Förster resonance energy transfer in intact living …. HEK cells, CFP/YFP FRET ICDI-IQ, plate reader, 10 min; percent FRET-ratio fall versus neutral wells. inhibition, % at 12.3 µM. 340,000 compounds, 0.098% hits;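 active means mean replicate inhibition of at least 30% and at least 1% of replicates passing that level; inconclusive means only one of the two criteria is met; inactive means neither criterion is met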;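 further: 0% = median of the neutral control wells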
# Exocytosis inh – LAMP-1 surface exposure blockers, TALL-104 cells – cell-based, flow cytometry, MLPCN library, primary screen | inhibition, % at 10 µM | TALL-104 LAMP-1 surface exposure; cells stimulated with thapsigargin and PMA | 360,000 compounds, 0.66% hits;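 active means inhibition above about 55%, limit read from the data; inconclusive means no clear call, values can overlap the other calls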
# PDI inh – inhibitors of human PDI, primary screen, biochemical, turbidity, single point, plate reader; PDI insulin aggregation turbidity, A650, 90 min; inhibition, % at 10 µM; 350,000 compounds, 0.052% hits; AID 588391, 2011;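 active means mean inhibition across replicates of 30% or more, whatever share of single replicates reach that level; inconclusive means mean inhibition below 30% while every single replicate reaches 30%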;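 further: absorbance from insulin aggregation driven by PDI reduction with DTT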
# Vif inh – HIV Vif self-association inhibitors, primary screen, imaging, HEK293T, single point; HEK293T cells, Vif self-association by quenched fluorescence, 24 h; inhibition, % at 7.49 µM; 340,000 compounds, 0.35% hits; AID 602346, 2012; in the data active means inhibition above about 50%, passing the limit was not always enough; inconclusive means no clear call, values can overlap the other calls; inactive means below about 31%; further: some results filed as inactive read as strong as hits
# aDG glyco up – activators of alpha-DG glycosylation, primary screen, uHTS, Pro5-aDG cells, AlphaScreen; 360,000 compounds, 0.22% hits; activation, % at 10 µM; AID 624168, 2012; alpha-DG glycosylation AlphaScreen (IIH6); 0% Pro5, 100% B10-LARGE cell signal;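 active means activation of at least 8% versus controls, or a plate z-score of at least 8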;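 further: Pro5 are CHO cells carrying HIG-tagged alpha-DG that lacks glycosylation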
# Cardio protect – cardioprotection against H2O2-induced cell death, primary screen, uHTS, H9c2 cells, ATPLite luminescence; protection from H2O2 cell death, % at 20 µM; H9c2 cardiomyocytes, H2O2 injury protection, 2 h; 360,000 compounds, 0.63% hits;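 active means compounds giving at least 50% protection of heart cells from peroxide-induced death in the single-dose screen, raw or plate-pattern-corrected value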;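 further: 0% = DMSO wells with peroxide and 100% = DMSO wells without peroxide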
# ABCB6 inh MLPCN – ABCB6 transporter inhibitors, primary screen, K562-ABCB6 cells, flow cytometry, MLPCN library. ATP-binding cassette sub-family B member 6 (Homo sapiens), Q9NP58. K562-ABCB6 porphyrin accumulation, 1 h; stronger effect = lower value. fluorescence ratio to DMSO, % at 10 µM. 360,000 compounds, 0.19% hits. AID 602162, 2011;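 active means fluorescence ratio to DMSO below 75%, the collection mean minus 3 SD; inconclusive means too few cells collected in the well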;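 further: signal is porphyrin accumulated inside mitochondria; 100% equals median channel fluorescence of DMSO control wells; lower ratio means ABCB6 inhibition with less porphyrin fluorescence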
# Target sequence (Q9NP58 whole entry, looked up): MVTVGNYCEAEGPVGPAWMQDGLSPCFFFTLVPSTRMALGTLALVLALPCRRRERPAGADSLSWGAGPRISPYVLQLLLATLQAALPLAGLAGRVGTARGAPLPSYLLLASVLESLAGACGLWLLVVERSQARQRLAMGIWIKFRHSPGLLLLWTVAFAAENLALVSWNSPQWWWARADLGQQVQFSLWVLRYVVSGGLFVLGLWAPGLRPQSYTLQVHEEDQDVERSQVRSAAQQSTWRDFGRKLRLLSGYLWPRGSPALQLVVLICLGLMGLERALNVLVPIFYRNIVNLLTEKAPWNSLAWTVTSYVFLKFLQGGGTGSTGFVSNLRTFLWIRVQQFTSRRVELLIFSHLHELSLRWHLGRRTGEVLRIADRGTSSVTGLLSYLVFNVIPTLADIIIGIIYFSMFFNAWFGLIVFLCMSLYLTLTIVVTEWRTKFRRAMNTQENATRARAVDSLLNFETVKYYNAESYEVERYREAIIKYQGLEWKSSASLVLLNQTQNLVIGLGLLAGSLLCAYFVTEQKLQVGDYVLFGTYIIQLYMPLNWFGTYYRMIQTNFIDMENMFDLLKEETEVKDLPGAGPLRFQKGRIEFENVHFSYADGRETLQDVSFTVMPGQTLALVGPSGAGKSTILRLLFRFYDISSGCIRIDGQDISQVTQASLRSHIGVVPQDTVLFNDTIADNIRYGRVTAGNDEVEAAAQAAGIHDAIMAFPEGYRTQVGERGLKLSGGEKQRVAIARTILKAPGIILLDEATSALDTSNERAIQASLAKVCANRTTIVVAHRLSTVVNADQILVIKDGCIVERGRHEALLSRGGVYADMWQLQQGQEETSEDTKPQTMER
# HTR2A ag – mouse Htr2a agonists via beta-arrestin recruitment, primary screen, cell-based, luminescence; 5-hydroxytryptamine receptor 2A (Mus musculus), P35363; CHO-K1 mHTR2A beta-arrestin complementation; percent of 30 µM serotonin response; activation, % at 7.6 µM; 360,000 compounds, 0.66% hits;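 active means activation above a run cutoff, the mean activation of all tested compounds plus 3 SD, cut at about 14% in these data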;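 further: 0% = plate median of compound wells and 100% = 30 µM serotonin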
# The depositor's hits bear a star; ? = inconclusive; nt = not tested or not shown. No enrichment for hits; overall some 3.1% were active at least once.
item	molecule	Exocytosis inh	Cardio protect	CaV13 FRET inh	N-glyco inh	Vif inh	PDI inh	HTR2A ag	aDG glyco up	ABCB6 inh MLPCN	hiPSC survival
1	O=C(Nc1ccc2c(c1)OCO2)C1CCCCN1S(=O)(=O)c1ccccc1 (stereo unspecified)	4	3	nt	0	-1	-4	3	0.3	93	-0.7
2	NC(=O)c1cnn2c(C(F)(F)F)cc(-c3ccc(F)cc3)nc12	0	12	-5	-1	4	-1	-5	0.1	97	4.5
3	COc1cc(/C=C/C(=O)N2CCN(Cc3ccccc3)CC2)cc(OC)c1OC	-1	-3	-5	-1	1	-2	-1	0.2	96	1.2
4	COc1ccccc1CNC(=O)c1cc2c(C)nn(Cc3ccc(F)cc3)c2s1	-2	-6	nt	-1	-3	-2	1	0.5	98	-4.8
5	Oc1oc(-c2ccccc2)nc1C=NCc1ccncc1	4	0	-4	1	1	6	2	-0.2	97	2.0
6	Cc1cc(C)n2nc3ccccc3c2n1	2	6	nt	2	-6	15	3	-0.2	98	1.3
7	CCOC(=O)C1=C(COC(=O)CNS(=O)(=O)c2ccc(NC(C)=O)cc2)NC(=O)NC1C (stereo unspecified)	-4	-4	-2	4	2	4	9	-0.2	86	-0.4
8	Cc1ccc(NC(=O)COC(=O)Cc2c[nH]c3ccccc23)cc1	-4	-3	-11	0	-1	1	-6	-0.1	100	8.4
9	CC(C)(Cc1ccccc1)NC(=O)C(=O)c1cn(CC(=O)N2CCOCC2)c2ccccc12	-5	-1	-10	3	-1	-1	5	0.6	96	0.7
10	O=C(CC1(O)C(=O)Nc2cc(Cl)cc(Cl)c21)c1ccccc1O (stereo unspecified)	4	19	-5	1	nt	-6	1	0.8	100	-0.8
11	O=C(c1ccc(COc2c(F)c(F)c(F)c(F)c2F)o1)N1CCOCC1	13	3	nt	2	48	-7	3	-0.2	103	-2.0
12	CCOc1nc(-c2ccc(Cl)cc2)nc2ccccc12	-2	3	-5	1	-16	4	27*	-0.2	104	-1.7
13	O=C(NNC(=O)c1ccccc1F)c1ccc(NS(=O)(=O)c2ccc(F)cc2)cc1	-2	0	-14	1	34	13	-1	-0.2	100	-0.3
14	CCN(CC(=O)Nc1ccccc1C(F)(F)F)C(=O)c1cc(-c2cccs2)nn1-c1ccccc1	-3	-4	-11	0	6	-9	3	-0.3	104	1.7
15	Cc1ccoc1C(=O)NCc1occc1C(=O)O	0	-5	-4	0	9	4	-2	-0.3	105	0.4
16	O=C1c2ccccc2C(=O)N1Cc1nc2ccccc2o1	-3	1	-8	3	-3	-1	-3	-0.1	101	-0.2
17	O=C(O)CNC(=O)C(Cc1ccccc1)NC(=O)OCc1ccccc1 (stereo unspecified)	0	0	-7	1	-4	-8	7	0.2	103	2.0
18	CC(=O)O/N=C(/c1nonc1N)N1CCN(c2ccc([N+](=O)[O-])cc2Cl)CC1	0	1	-5	1	23	10	3	0.2	106	-3.5
19	CCOc1ccccc1NC(=O)c1cnccn1	-3	5	-2	3	-4	6	4	0.0	102	0.8
20	O=C(O)c1ccc(S(=O)(=O)N2CCSCC2)cc1	-6	4	-5	1	0	6	9	-0.1	93	-0.6

# 15 entries from above, in transposed form.
6	Cc1cc(C)n2nc3ccccc3c2n1
7	CCOC(=O)C1=C(COC(=O)CNS(=O)(=O)c2ccc(NC(C)=O)cc2)NC(=O)NC1C (stereo unspecified)
8	Cc1ccc(NC(=O)COC(=O)Cc2c[nH]c3ccccc23)cc1
9	CC(C)(Cc1ccccc1)NC(=O)C(=O)c1cn(CC(=O)N2CCOCC2)c2ccccc12
10	O=C(CC1(O)C(=O)Nc2cc(Cl)cc(Cl)c21)c1ccccc1O (stereo unspecified)
11	O=C(c1ccc(COc2c(F)c(F)c(F)c(F)c2F)o1)N1CCOCC1
12	CCOc1nc(-c2ccc(Cl)cc2)nc2ccccc12
13	O=C(NNC(=O)c1ccccc1F)c1ccc(NS(=O)(=O)c2ccc(F)cc2)cc1
14	CCN(CC(=O)Nc1ccccc1C(F)(F)F)C(=O)c1cc(-c2cccs2)nn1-c1ccccc1
15	Cc1ccoc1C(=O)NCc1occc1C(=O)O

assay / compound	6	7	8	9	10	11	12	13	14	15
Exocytosis inh	2	-4	-4	-5	4	13	-2	-2	-3	0
Cardio protect	6	-4	-3	-1	19	3	3	0	-4	-5
CaV13 FRET inh	nt	-2	-11	-10	-5	nt	-5	-14	-11	-4
N-glyco inh	2	4	0	3	1	2	1	1	0	0
Vif inh	-6	2	-1	-1	nt	48	-16	34	6	9
PDI inh	15	4	1	-1	-6	-7	4	13	-9	4
HTR2A ag	3	9	-6	5	1	3	27*	-1	3	-2
aDG glyco up	-0.2	-0.2	-0.1	0.6	0.8	-0.2	-0.2	-0.2	-0.3	-0.3
ABCB6 inh MLPCN	98	86	100	96	100	103	104	100	104	105
hiPSC survival	1.3	-0.4	8.4	0.7	-0.8	-2.0	-1.7	-0.3	1.7	0.4

16	O=C1c2ccccc2C(=O)N1Cc1nc2ccccc2o1
17	O=C(O)CNC(=O)C(Cc1ccccc1)NC(=O)OCc1ccccc1 (stereo unspecified)
18	CC(=O)O/N=C(/c1nonc1N)N1CCN(c2ccc([N+](=O)[O-])cc2Cl)CC1
19	CCOc1ccccc1NC(=O)c1cnccn1
20	O=C(O)c1ccc(S(=O)(=O)N2CCSCC2)cc1

assay / compound	16	17	18	19	20
Exocytosis inh	-3	0	0	-3	-6
Cardio protect	1	0	1	5	4
CaV13 FRET inh	-8	-7	-5	-2	-5
N-glyco inh	3	1	1	3	1
Vif inh	-3	-4	23	-4	0
PDI inh	-1	-8	10	6	6
HTR2A ag	-3	7	3	4	9
aDG glyco up	-0.1	0.2	0.2	0.0	-0.1
ABCB6 inh MLPCN	101	103	106	102	93
hiPSC survival	-0.2	2.0	-3.5	0.8	-0.6

# Some of these compounds in order of their number in N-glyco inh, low to high.
cpd	SMILES	N-glyco inh
8	Cc1ccc(NC(=O)COC(=O)Cc2c[nH]c3ccccc23)cc1	0
5	Oc1oc(-c2ccccc2)nc1C=NCc1ccncc1	1
6	Cc1cc(C)n2nc3ccccc3c2n1	2

# Remaining list, next part
item	molecule	Exocytosis inh	Cardio protect	CaV13 FRET inh	N-glyco inh	Vif inh	PDI inh	HTR2A ag	aDG glyco up	ABCB6 inh MLPCN	hiPSC survival
21	Cc1cc([N+](=O)[O-])nn1CCCC(=O)O	4	-3	-2	1	15	-3	2	0.2	97	-0.3
22	Clc1ccc(C2Nc3cccc4cccc(c34)N2)c(Cl)c1	74*	-10	-20	-2	17	-11	2	-0.1	97	-0.6
23	CC(C)(C)C1CCC(OC(=O)C[N+]2(C)CCCC2)CC1 (stereo unspecified)	3	7	1	1	-8	1	-4	0.0	96	-1.3
24	CC(C)(C)C(=O)OCc1cn(-c2ccccc2)nn1	0	5	-4	0	-3	4	-2	0.0	100	2.1
25	O=C(CN1C(=O)NC(c2ccccc2)(c2ccccc2)C1=O)Nc1ccc(N2CCOCC2)cc1	0	18	-5	?	10	-7	2	-0.1	92	1.0
